# NPY Y1 blocker = blocks the human neuropeptide Y Y1 receptor; AID 1040; actives 1% (n = 200,000); inhibition, % at 3.6 µM; P25929; HEK293-CNG Y1 cells, membrane potential fluorescence; NPY at EC95, then isoproterenol;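 active means inhibition above the campaign mean inhibition of all tested compounds plus 3 SD, cut at about 20% in these data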;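 further: 0% = DMSO wells given NPY plus isoproterenol and 100% = isoproterenol alone without NPY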
#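 Benchmarks – high control isoproterenol alone, low control NPY with isoproterenol · Material – HEK293 Y1/CNG channel cell line · Times – dye 3 h, compound 60 min room temperature, stimulation 45 min · Probe or stimulus – NPY (25 nM), isoproterenol (1 µM), Ro 20-1724 (25 µM) · Evaluation – % inhibition of NPY effect · Signal – fluorescence, membrane potential probe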
# NPY-Y2 PAM-ag = potentiates or activates human NPY-Y2 receptor; actives 0.45% (n = 220,000); AID 1359; cells expressing NPY-Y2, potentiator/agonist read-out; activation, % at 3.6 µM; P49146; in the data active means activation above about 27%;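 further: cells stimulated with NPY near EC25 plus isoproterenol at EC100; 0% = vehicle plus submaximal agonist and 100% = vehicle plus saturating agonist; some results beyond the cut were filed as inactive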
# Target sequence (P49146 whole entry, looked up): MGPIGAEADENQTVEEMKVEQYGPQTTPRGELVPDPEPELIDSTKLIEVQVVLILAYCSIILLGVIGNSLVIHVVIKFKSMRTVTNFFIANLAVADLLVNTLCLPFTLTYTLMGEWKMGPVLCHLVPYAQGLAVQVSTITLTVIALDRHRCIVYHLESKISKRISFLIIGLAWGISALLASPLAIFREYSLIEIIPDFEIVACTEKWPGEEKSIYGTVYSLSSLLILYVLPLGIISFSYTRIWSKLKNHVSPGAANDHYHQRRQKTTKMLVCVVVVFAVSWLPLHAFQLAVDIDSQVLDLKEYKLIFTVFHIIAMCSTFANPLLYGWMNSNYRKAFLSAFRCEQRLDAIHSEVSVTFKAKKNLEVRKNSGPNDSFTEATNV
# BaF3 parental = counter-screen for JAK2V617F inhibitors: parental Ba/F3 viability inhibitors; AID 1486; actives 1.1% (n = 220,000); inhibition, % at 5.6 µM; CellTiter-Glo ATP luminescence;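 active means inhibition above a per-campaign cutoff, the mean inhibition of all tested compounds plus 3 SD, cut at about 27% in these data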;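 further: 0% = DMSO wells and 100% = JAK Inhibitor I control wells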
# S1P4 agonist = activates the human S1P4 receptor. S1P4-expressing cell line, agonist reporter assay. AID 1509. actives 0.35% (n = 220,000). O95977. activation, % at 4.98 µM; in the data active means activation above about 11%;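 further: 0% = DMSO vehicle and 100% = reference agonist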
# Target sequence (O95977 whole entry, looked up): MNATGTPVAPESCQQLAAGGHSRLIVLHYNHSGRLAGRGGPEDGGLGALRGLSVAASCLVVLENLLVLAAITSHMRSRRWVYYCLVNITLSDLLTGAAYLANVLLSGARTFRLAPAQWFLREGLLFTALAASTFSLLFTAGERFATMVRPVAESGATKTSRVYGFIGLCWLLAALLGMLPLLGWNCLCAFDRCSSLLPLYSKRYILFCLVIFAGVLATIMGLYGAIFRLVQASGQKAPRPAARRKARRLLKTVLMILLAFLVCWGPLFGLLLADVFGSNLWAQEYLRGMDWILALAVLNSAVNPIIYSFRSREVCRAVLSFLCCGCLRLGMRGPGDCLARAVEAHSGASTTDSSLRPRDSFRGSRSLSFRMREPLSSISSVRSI
# Ba/F3 V617F tox = lowers viability of Ba/F3 cells expressing EpoR and JAK2V617F. inhibition, % at 5.6 µM. AID 1446. ATP luminescence. actives 1.1% (n = 220,000);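 active means inhibition above the campaign mean plus 3 SD over all tested compounds, cut at about 24% in these data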;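 further: cytokine-independent growth of Ba/F3 cells driven by EpoR plus mutant JAK2; 0% = DMSO-treated cells and 100% = JAK inhibitor I control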
# NPY1 pot ag = human NPY-Y1 potentiation or agonism, primary screen | activation, % at 3.6 µM | P25929 | actives 0.37% (n = 220,000) | NPY-Y1 expressing cells, potentiator/agonist activation; in the data active means activation above about 33%, passing the limit was not always enough;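 further: cells stimulated with NPY at EC10 then isoproterenol at EC100; 0% = low agonist plus stimulus and 100% = saturating agonist plus stimulus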
# Runt-CBFb FRET = blocks binding of human RUNX1 Runt domain to CBFb. Cerulean-Runt/Venus-CBFb FRET ratio 530/480, 1 h. inhibition, % at 20 µM. actives 0.46% (n = 220,000);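 active means inhibition over about 50% at 20 µM in the single-dose screen, limit read from the data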;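 further: 0% = DMSO wells and 100% = excess unlabeled CBFb competitor control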
#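 Doses: 20 µM compound in 1% DMSO | Material: Cerulean-labeled Runt domain protein | Amount: Each fluorescent fusion protein 100 nM | Schedule: Two 1 h room-temperature incubations shielded from light | Measured by: FRET fluorescence | Evaluation: Loss of energy transfer signal | Controls: Unlabeled CBFb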
# S1P4 antag = antagonists of human S1P4 receptor | S1P4-expressing cells, antagonist mode, reporter read-out | inhibition, % at 4.98 µM | actives 0.26% (n = 220,000) | AID 1510; in the data active means inhibition above about 29%;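 further: 0% = wells stimulated with agonist and 100% = vehicle wells without agonist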
# RBBP9 inhibitor = inhibitors of human serine hydrolase RBBP9; recombinant RBBP9, FP-Rh probe fluorescence polarization; inhibition, % at 7.94 µM; actives 0.2% (n = 220,000);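 active means inhibition above the campaign mean of all tested compounds plus 3 SD, cut at about 14% in these data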;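 further: plate controls were DMSO wells with RBBP9 for no effect and wells lacking RBBP9 protein for full effect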
# Target sequence (O75884 whole entry, looked up): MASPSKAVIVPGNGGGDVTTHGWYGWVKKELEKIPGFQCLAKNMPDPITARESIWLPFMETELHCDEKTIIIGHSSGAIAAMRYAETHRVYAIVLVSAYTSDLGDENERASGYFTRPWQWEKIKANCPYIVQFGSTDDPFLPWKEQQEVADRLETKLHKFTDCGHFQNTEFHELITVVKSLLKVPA
#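 Measured by – fluorescence polarization · Test system – RBBP9 protein · Input – 2.5 µM RBBP9 dispensing solution, before mixing · Measure – percent inhibition from mP, scaled between DMSO and no-protein wells · Benchmarks – DMSO-treated enzyme wells and wells lacking RBBP9 · Times – preincubation 30 min plus labeling 45 min at 25 °C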
# * marks the source's active call; other numbers are inactive results; · = not tested or not shown. Hits appear at their usual frequency. Share with any hit: about 3.6%.
# The line under a structure holds: NPY Y1 blocker, NPY-Y2 PAM-ag, BaF3 parental, S1P4 agonist, Ba/F3 V617F tox, NPY1 pot ag, Runt-CBFb FRET, S1P4 antag, RBBP9 inhibitor
> O=C(O)Cn1nc(-c2ccccc2)c2ccccc2c1=O
    -0.9, -3.4, -3.0, 0.4, -3.0, -3.3, 1.9, -0.5, -8.0
> CC1=CCC(C(C)(C)NC(=O)c2ccccc2)C/C1=N\O (configuration not stated)
    -1.0, 6.6, 4.7, 1.2, -1.3, 9.7, ·, -10.4, 1.1
> COc1ccc(NS(=O)(=O)c2ccc(NC(=S)NC(=O)c3cccnc3)cc2)nn1
    3.2, -3.1, 3.2, 0.4, -2.6, 12.5, 4.5, -6.3, -5.6
> CC1(C)Cc2nc3[nH]c(=S)n(-c4ccccc4)c(=O)c3cc2CO1
    2.5, 5.8, 2.8, -0.1, -1.2, -5.6, ·, -14.4, -9.2
> COc1ccc(N)c2c1OCCC2=O
    2.1, 17.4, 6.6, 0.8, 0.0, 16.9, 0.8, -19.9, -1.6
> CCCc1cc(=O)[nH]c(SCC(=O)Nc2ccc([N+](=O)[O-])cc2C#N)n1
    ·, -1.8, -4.9, -1.3, 3.9, -11.0, -3.4, 6.8, -4.2
> Nc1ccccc1C(=O)NCCN1CCNC1=O
    ·, 4.1, -2.9, -0.2, -1.7, 5.1, -1.3, 4.2, -0.8
> CCc1nnc(NC(=O)Nc2ccc(OC)cc2)s1
    0.0, 6.1, 0.1, 1.3, -1.7, -3.2, 2.5, -7.2, -0.2
> CCN(CC)S(=O)(=O)c1cc(C(=O)Oc2ccccc2OC)ccc1OC
    12.6, -6.9, 0.3, 1.3, 3.5, -31.4, -3.0, -0.3, -4.1
> Cc1cccc(-n2c(-c3csc(C)c3)n[nH]c2=S)c1
    0.0, -13.9, 3.2, -0.6, 3.3, -21.4, -34.4, -18.6, -6.4
> Cc1cccc(OCC(=O)Nc2ccc(S(=O)(=O)N3CCN(C)CC3)cc2)c1
    6.6, -5.2, -1.2, 1.9, -2.4, -7.7, -4.5, -12.1, -7.9
> Cc1cc(C(=O)COC(=O)CN=C2NS(=O)(=O)c3ccccc32)c(C)n1CCc1ccc(Cl)cc1
    -0.1, 4.2, 7.8, 1.2, 0.0, -7.4, -5.0, -10.0, -16.4
> COc1ccc(N=C2C(=O)N3CCCc4cccc2c43)cc1
    3.6, 2.8, 0.9, 0.0, -0.7, 1.7, -1.8, -3.5, -9.3
> Cc1ccc(OCC(=O)N2CCCc3ccccc32)cc1
    -1.2, -3.8, 5.2, -1.8, 2.6, -20.1, -1.2, 0.0, 2.3
> COc1ccc(Nc2cc(Cl)nc(N)n2)cc1
    -0.8, -2.0, 5.0, 1.5, -0.6, -12.1, 0.1, -15.5, 7.6
> CCOC(=O)N1CCN(C(=O)c2cc3c(=O)n(C)c4ccccc4c3n2C)CC1
    2.1, -12.0, 2.8, 2.4, 6.0, 0.2, 2.0, 6.1, -11.3
> O=C(NCC1CCCO1)c1ccccc1-c1nc(-c2ccc(F)cc2)no1 (configuration not stated)
    3.0, -20.4, 2.8, 1.5, 1.8, 13.3, 0.2, 4.5, -5.2
> CCC(O)(c1ccc(OC)cc1)C(CN1CCOCC1)c1ccccc1 (configuration not stated)
    -0.5, -3.2, 5.1, 1.1, 0.2, 2.6, -3.0, 5.9, -1.3
> CCc1c(C(=O)Nc2cc(C)ccc2OC)[nH]c(C)c1C(C)=O
    -1.5, -5.8, 2.7, 0.4, 4.0, -11.3, -2.9, -10.9, -8.8
> Cc1cccc(OCC(=O)Nc2ccc(S(=O)(=O)Nc3ccccn3)cc2)c1
    0.6, -13.2, 10.9, -0.8, 6.7, 4.2, 0.7, 2.6, -0.1
> CCCCCCC(=O)Cc1cc(OC)c(OC)cc1C=C(C(=O)OCC)C(=O)OCC
    9.9, 12.8, 2.0, 0.5, 2.4, -15.4, -1.2, 21.5, -9.0
> COCCN1C(=O)C(O)=C(C(C)=O)C1c1ccc(OC)c(OC)c1 (configuration not stated)
    -6.0, -0.3, 1.8, -1.4, 0.2, -5.9, -1.2, 5.9, -6.1
> CCCCC(=O)NS(=O)(=O)c1ccc(N=NN2CCCCC2)cc1
    7.8, 0.0, 0.1, 3.0, -3.4, -8.6, 0.1, 4.4, 5.7
> COc1ccccc1NC(=O)CN(Cc1ccco1)C(=O)c1cccs1
    4.9, -17.6, 0.6, 1.5, -2.4, -24.8, 3.3, -2.8, -3.4
> CCOc1ccc(CC(=O)C2C(=O)CC(C)(C)CC2=O)cc1OCC
    0.6, 0.2, 1.9, 1.5, -2.8, -8.1, 0.1, -1.6, 8.3
> N#Cc1c(N)n(-c2cccc(O)c2)c2nc3ccccc3nc12
    ·, 19.8, -1.9, 2.2, -0.3, 17.6, 72.8*, 0.3, -10.9
> Cc1cc(C)n(-c2cc(N3CCN(S(=O)(=O)c4ccc(Cl)cc4)CC3)ccc2[N+](=O)[O-])n1
    1.4, 16.5, 3.6, -0.7, -0.3, 18.1, -0.6, 60.1*, -9.2
> COc1cc(CNc2cc(C)ccc2C)cc(OC)c1OC
    3.8, 22.2, 0.7, 0.8, -2.8, -3.0, 2.0, -15.6, 2.6
> COc1ccc(OC)c(/C=N/NC(=O)CCc2ccc(O)c(O)c2)c1
    -1.1, -6.5, -3.5, 2.1, -3.2, 8.5, 42.4, -23.9, -0.4
> COc1ccc(Nc2nc(C)nc3c2nnn3Cc2ccccc2)cc1OC
    -3.0, -3.7, 2.8, 0.5, 2.0, 7.1, 1.3, -21.4, -4.7
> COc1ccc(C2C3=C(CCCC3=O)Nc3ccc4ncccc4c32)cc1OC (configuration not stated)
    -4.2, -6.5, 12.1, -1.0, 7.5, -14.1, 1.6, 8.3, -0.8
> O=C(Nc1ccc(F)cc1)N(CCCN1CCOCC1)Cc1cc2cc3c(cc2[nH]c1=O)OCO3
    -2.0, -2.1, 13.3, 0.5, 3.2, -10.3, -5.3, -29.6, -7.4
> CCCCn1c(SCC(=O)NCc2ccco2)nc2c(sc3ccccc32)c1=O
    6.4, 6.2, 4.0, -0.8, -1.8, 3.3, -0.8, 2.1, 3.7
> Cc1ccc(SCC(=O)NN=C2CCN(C)CC2)cc1
    8.9, -1.6, -1.9, 1.3, 1.3, 5.8, -2.3, -7.3, -3.5
> O=C1CSC2(CCCCC2)N1CCO
    0.4, -9.7, 1.4, 1.3, -3.0, 12.5, 0.1, -1.4, -0.8
> COc1cc(NC(=O)Cn2c(C)cc3ccccc3c2=O)cc(OC)c1OC
    -6.6, 4.2, -1.4, -0.2, -6.6, 9.5, 0.9, -13.3, -9.8
> O=c1cc(Nc2cccc(Br)c2)[nH]c(=O)[nH]1
    -1.1, 7.0, 6.2, 2.1, -2.1, 13.7, -0.1, -11.2, -11.6
> CCSc1nc(=S)n(CC)c(C)c1C(C)=O
    -1.6, -8.2, 8.8, -3.8, -1.4, 0.5, -0.4, -0.5, -6.3
> CNC(=O)CN(C#N)c1nc(N(C)C)nc(N(C)C)n1
    -2.6, 5.7, 3.9, -0.5, -4.3, -6.6, ·, -13.3, -0.7
> COc1ccccc1-c1nc(C#N)c(N2CC(C)CC(C)C2)o1 (configuration not stated)
    -4.2, 5.8, 8.2, 0.5, 1.9, 4.4, -3.9, 1.3, 4.7
> O=C(Nc1cccc(S(=O)(=O)N2CCCC2)c1)c1ccc2ccccc2n1
    12.3, -15.6, 7.9, 1.9, 3.6, -3.6, 1.1, -4.3, 5.0
> Cc1ccc(S(=O)(=O)NC(=NC(C)C)c2ccccc2)cc1
    -2.2, -17.6, 5.8, 2.3, -0.9, -2.8, -0.7, 6.0, 1.0
> CC1=NN(C(C#N)c2ccccc2)C(C)(C)C1 (configuration not stated)
    3.4, 5.6, 1.7, 1.1, 0.6, 9.9, 2.7, -19.6, -7.5
> COc1ccc(NC(=O)c2csc3c2CCCC3)cc1
    3.5, -2.0, 5.7, 2.7, 0.2, 0.2, -2.6, -5.4, -10.2
> Oc1csc(Cc2nc(-c3ccc(Br)cc3)cs2)n1
    -3.6, 28.4, 1.3, 2.0, -3.2, 16.4, 4.0, 5.4, -3.8
> Brc1ccc2c(c1)OCCOCCOCCOCCOCCOCCO2
    -2.0, -7.1, 8.1, -0.2, 2.8, -2.1, -0.8, -5.9, -9.9
> CC(C)c1ccc(NC(=O)C(c2ccccc2)N2CC(=O)Nc3ccccc32)cc1 (configuration not stated)
    -1.0, 17.1, 2.6, 0.4, -5.4, 4.4, 1.8, 1.5, -4.6
> Cc1nc2ccccc2n1CC(=O)OCC(=O)NCCc1ccccc1
    2.9, -0.9, 4.4, -3.1, -0.5, -13.8, 2.0, 0.3, -0.9
> Cc1ccccc1-c1n[nH]c(=S)n1/N=C/C=C/c1ccco1
    ·, 9.3, 0.0, 0.2, -3.5, 3.3, 20.0, -25.4, 1.7
> CCc1cccc(NC(=O)CCCCCC2NC(=O)NC2C)c1 (configuration not stated)
    7.3, -3.7, 4.0, 0.5, -0.6, 13.5, -1.7, 6.2, -5.5
> CCOC(=O)/C(=N\Nc1ccccc1Cl)N1CCN(c2ccccc2OC)CC1
    11.6, -7.9, -0.6, -0.1, -3.0, -1.4, -2.0, 6.8, 1.7
> CN(C)S(=O)(=O)c1cccc(NC(=O)COC(=O)COc2ccc(Br)cc2)c1
    ·, -11.6, -7.2, -1.8, -1.4, 16.5, -2.4, 4.0, 4.5
> COc1ccccc1NC(=O)N(Cc1cc2cc(OC)c(OC)cc2[nH]c1=O)CC1CCCO1 (configuration not stated)
    7.8, 7.4, 10.0, -1.2, 2.1, -3.9, -0.7, 2.0, 10.8
> COC(=O)Cc1ccc(NC(=S)NCc2ccc(F)cc2)cc1
    2.6, -5.7, 1.1, 2.1, -2.4, -16.2, -0.5, -12.3, -4.1
> O=C(NCc1cccnc1)c1nc(-c2cccs2)no1
    0.2, -12.1, 0.3, 0.3, -0.7, 2.0, 0.6, -1.9, -2.5
> O=S1(=O)CCC(NC(=S)N2CCOCC2)C1 (configuration not stated)
    -1.3, -9.4, 1.7, 1.2, 0.4, -4.5, 0.3, -7.0, -5.6
> CC(C)(C)NC(=O)CSc1nc(N)c(NC(=O)c2ccccc2F)c(=O)[nH]1
    5.0, 5.6, 8.5, 0.8, 0.5, 6.8, 0.1, 4.8, -1.1
> Cc1ccc(S(=O)(=O)Nc2ccccc2F)cc1C(=O)NCCCN1CCCC1=O
    -0.2, 16.9, 2.8, -0.5, -2.9, 12.9, -1.0, 13.0, -8.1
> CCCCNC(=O)Cn1cnc2sc(C(=O)OCC)c(C)c2c1=O
    -0.2, 6.0, 1.3, 2.7, 1.4, 9.3, -1.0, -1.4, -10.5
> Cc1nc(-c2cccc(NS(C)(=O)=O)c2)cs1
    4.5, -1.2, 1.3, 1.4, -2.3, -10.1, 0.3, 12.2, -4.9
